Source: PubChem
AmpC det inh: AmpC beta-lactamase inhibition, detergent assay. purified AmpC, nitrocefin hydrolysis with detergent. Potency, µM (series often up to 28.7 µM), inactives show top-dose activity change, negative = inhibition. hit rate 0.09% among 71,000. AID 584; active = well fitted curve in the direction sought with a large enough effect
Target sequence (P00811 whole entry, looked up): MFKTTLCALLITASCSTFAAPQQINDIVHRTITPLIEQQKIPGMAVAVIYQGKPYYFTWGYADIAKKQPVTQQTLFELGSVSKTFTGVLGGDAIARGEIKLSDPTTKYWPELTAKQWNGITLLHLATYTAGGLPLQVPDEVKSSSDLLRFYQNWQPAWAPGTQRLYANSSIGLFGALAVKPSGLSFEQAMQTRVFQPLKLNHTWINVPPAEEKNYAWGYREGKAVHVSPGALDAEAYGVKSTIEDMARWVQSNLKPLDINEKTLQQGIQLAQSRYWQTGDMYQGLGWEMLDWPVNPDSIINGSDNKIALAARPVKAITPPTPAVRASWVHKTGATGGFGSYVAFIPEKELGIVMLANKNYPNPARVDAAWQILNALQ
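E. coli AmpC (5.3 nM) in 20 mM phosphate pH 7.0 with 0.01% Triton X-100, preincubated 15 min RT with compound; nitrocefin (2 uL of 800 uM stock) hydrolysis followed by 480 nm absorbance every 20 s over 4 min.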
Starred values were filed as active, the others as inactive; & = joins results of further samples; [ ] = dose if it differs, or a comment. % is scaled to controls: 0 for no effect and ±100 for the full control effect; potency is read from the fitted curve at half-maximal effect.

Molecule	AmpC det inh
O=C(NCCOC(=O)C1COc2ccccc2O1)c1cccnc1 (stereo not given)	-5%
COc1ccccc1N1CCN(C(=O)Nc2cccc(C)c2)CC1	-3%
CCCC(=O)C1=C(O)C(C(=O)OC)C(C)(C)CC1=Nc1ccccc1 (stereo not given)	0%
COc1ccccc1NC(=O)N1CCN(c2ncccn2)CC1	-2%
Cc1sc2ncn(CC(=O)OC(C)C(=O)NC(C)(C)C)c(=O)c2c1C (stereo not given)	1%
Cc1cc(-c2ccc(Cl)cc2)n2nc(N)nc2n1	-6%
CC(C)(C)n1nnnc1C(c1cccs1)N(Cc1ccccc1)Cc1cccnc1 (stereo not given)	3%
CCCCCCN(C(=O)CCCCCN1C(=O)NC(C2CCCCC2)C(C(=O)OCc2ccccc2)=C1C)C(C(=O)NCCCC)c1ccc(OCC(=O)OC)c(C(=O)OC)c1 (stereo not given)	12%
CCOc1ccccc1N1CCN(Cc2ccc(OC)c(OC)c2OC)CC1	-5%
O=C(Nc1c(-c2ccccc2)nc2ccccn12)c1ccco1	-3%
O=C(CSc1ncnc2nc[nH]c12)c1ccccc1	-4%[5.75 µM]
COc1ccc(C(=O)N2CC=C(c3ccccc3)CC2)cc1S(=O)(=O)N1CCOCC1	-9%
CCOC(=O)c1ccc(NC(=O)N2CC(C)OC(C)C2)cc1 (stereo not given)	-3%
CCC(=O)N1CCc2cc(S(=O)(=O)CCC(=O)N3CCc4ccccc4C3)ccc21	2%
COc1ccc(S(=O)(=O)NC(CC(=O)NCc2ccc3c(c2)OCO3)c2ccco2)cc1 (stereo not given)	-2%
CCc1c(O)nc(SCC(=O)Nc2ccccc2OC)[nH]c1=O	-4%
CCN1CCc2c(sc(NC(=O)c3ccc(S(=O)(=O)N4CCOCC4)cc3)c2C(=O)OC)C1	-1%
Cn1c(=O)c2c(nc(CN3CCN(C(=O)c4ccco4)CC3)n2Cc2ccc(F)cc2)n(C)c1=O	-1%
COc1cccc(-c2nc(-c3ccc(NC(=O)Cc4ccccc4OC)cc3)no2)c1	0%
C=CCO	7%
Cc1cc2oc(=O)c3c(c2cc1OCc1nn[nH]n1)CCCC3	-6%
C=CCN1C(=O)CN=C1Nc1cc(C)ccc1C	14%
CN1CCN(S(=O)(=O)c2cccc(C(=O)NC3CCCc4ccccc43)c2)CC1 (stereo not given)	0%
CN(C)CC[C@@H](C(=O)C(C)(C)C)c1ccccn1	-6%[5.75 µM]
C=C(c1cccc2ccccc12)P(=O)(O)O	-1%
CCCCCOC(=O)c1ccc(NC(=O)c2ccco2)cc1	-7%
CC(CN1CCN(C)CC1)OC(=O)c1ccc(Cl)cc1 (stereo not given)	12%
Cc1ccc(C(=O)CSC2=NC(N)=C(C#N)C3(CCCCC3)C2C(N)=O)cc1 (stereo not given)	-1%
Cc1nc2c3cnn(-c4ccc(C)c(C)c4)c3ncn2n1	-1%
Cc1cccc(N2CCN(C(=O)COc3cc(=O)n(C)c4ccccc34)CC2C)c1 (stereo not given)	8%

Overlap with the part before: 3 entries, followed by the next part.
Molecule	AmpC det inh
Cc1ccc(C(=O)CSC2=NC(N)=C(C#N)C3(CCCCC3)C2C(N)=O)cc1 (stereo not given)	-1%
Cc1nc2c3cnn(-c4ccc(C)c(C)c4)c3ncn2n1	-1%
Cc1cccc(N2CCN(C(=O)COc3cc(=O)n(C)c4ccccc34)CC2C)c1 (stereo not given)	8%
CCOC(=O)C1CCCN(C(=O)Cn2nc(Cc3cccnc3)c3ccccc3c2=O)C1 (stereo not given)	12%
CCOC(=O)c1cnc(SCC(=O)Nc2cc(OC)cc(OC)c2)nc1N	-4%
c1coc(-c2nc3nc4ccccc4nc3n2CC2CCCO2)c1 (stereo not given)	-2%
CC1CCCC(NC(=O)CC2Nc3ccccc3NC2=O)C1C (stereo not given)	-2%
CCC(=O)N1CCc2cc(OC)c(OC)cc2C1COc1ccc(C(=O)OC)cc1 (stereo not given)	1%
Cc1cc(C(=O)c2cccs2)c(N)s1	7%
CCOC(=O)C1CCN(C(=O)c2cn(CCOC)c(=O)c3c2c2ccccc2n3C)CC1	9%
CC1(C)Cc2noc(N)c2C(C)(C)N1OC(=O)c1cccs1	0%
COc1nc(NCc2ccco2)nc(N2CCC(C)CC2)n1	12%
O=C(C1CCC(CNc2c(N3CCCCC3)c(=O)c2=O)CC1)N1CCCCC1 (stereo not given)	11%
CC1=NN(c2ccc(S(=O)(=O)O)cc2)C(=O)/C1=C\c1ccc(Cl)cc1	-3%[5.75 µM]
CC(C)CN(C(=O)COC(=O)CCN1C(=O)c2ccccc2C1=O)C1CCS(=O)(=O)C1 (stereo not given)	-4%
Cc1cccc(CSc2nnc(-c3ccco3)n2C)c1	-1%
CCOC(=O)C1=C(c2ccccc2)OC(N)=C(C#N)C1c1ccco1 (stereo not given)	-6%
CN1CC(=O)NC1=NC(=O)c1ccc(Cl)c(S(=O)(=O)N2CCCCCC2)c1	-5%
Cc1ccc(-n2nnc3c(=O)n(CC(=O)N4CCOCC4)cnc32)cc1	11%
Cn1c(=O)c2c(nc(SCc3ccccn3)n2C)n(C)c1=O	1%
CC(=O)Nc1cccc2c1[n+]([O-])c(C)c(C)[n+]2[O-]	0%
c1ccc2nc3c(nc2c1)c1ccccc1n3CCN1CCOCC1	-6%
CCN=C1SC(CC(=O)Nc2ccccc2OCC)C(=O)N1CC (stereo not given)	-1%
CO[C@@H]1CC[C@@]2(C)[C@@H](CC[C@@]3(C)[C@H]2CC=C2[C@H]4CC(C)(C)[C@H](O)[C@@H](OC(C)=O)[C@]4(CO)[C@H](O)C[C@]23C)[C@@]1(C)CO (tested in a mixture with another compound)	-3%[12.8 µM]
N#Cc1nc(-c2ccc(OCc3ccccc3)cc2)oc1NCc1cccnc1	-2%
Cc1cc(C)n(C(C)n2nc(C)cc2C)n1	2%
COc1ccc(OC)c(N/C(C)=C/C(=O)c2ccc(C)o2)c1	-3%
COc1ccc(-c2nc(CS(=O)CC(=O)NCCCN3CC(C)CC(C)C3)c(C)o2)cc1OC (stereo not given)	17%
Cn1cccc1C(=O)N1CCC[C@@]2(CCN(c3cccc(-c4ccccc4)c3)C2)C1	3%
CCCN1CCC[C@H](c2cccc(O)c2)C1	0%&-1%
Cc1nc2cc(C(=O)O)ccc2s1	15%
Nc1nonc1C(=O)NCCNC(=O)c1ccccc1F	-6%
C(=N\n1cnnc1)/c1ccc(-c2ccccc2)cc1	-3%

Laid out differently: results already given
Cc1cc(C(=O)c2cccs2)c(N)s1
- AmpC det inh: 7%
c1ccc2nc3c(nc2c1)c1ccccc1n3CCN1CCOCC1
- AmpC det inh: -6%

Continuation.
Molecule	AmpC det inh
C[C@@H](C[C@H](N)C(=O)O)C(=O)O	-2%[5.75 µM]
O=C(O)C1(P(=O)(c2ccccc2)c2ccccc2)CCC1	-4%
Cc1ccc2oc(=O)c3cnn(CC(=O)NC4CCN(Cc5ccccc5)CC4)c3c2c1	5%
Cc1nn(Cc2ccc(Cl)cc2)c(C)c1NC(=O)c1cc(-c2ccco2)on1	-6%
O=C(c1cc(-c2cccnc2)nc2ccc(Br)cc12)N1CCN(c2ncccn2)CC1	-3%
CCCCOC(=O)Nc1ccccc1C(N)=O	-7%
O=C(Oc1ccc2c(=O)c(Cl)coc2c1)c1ccncc1	14%
Nc1nnc(SCc2ccccc2F)n1-c1ccccc1	-6%
COC(=O)c1[nH]c2ccccc2c1NC(=O)CN1CCCc2ccccc21	-2%
Cc1nc2cnc(N3CCN(C)CC3)nc2n(C)c1=O	0%
CCC1CCCCN1Cc1ccc(CNS(=O)(=O)c2ccc3c(c2)oc(=O)n3C)o1 (stereo not given)	-2%
O=C1CCc2c(ccc3ccccc23)O1	0%
Cc1ccc(NC(=O)CCn2cnc3ccccc3c2=O)cc1Cl	0%
CCOc1ccccc1N1CCN(CC(O)COc2ccc3c(C)cc(=O)oc3c2)CC1 (stereo not given)	-4%
CN(c1cccc(NC(=O)CN2C(=O)c3ccccc3S2(=O)=O)c1)S(C)(=O)=O	-5%
CCOC(=O)CSc1nnc(CNC(=O)c2ccc(OC)cc2OC)n1-c1ccc(OC)cc1	-2%
Cc1nnc(N(Cc2ccccc2)C(=O)c2cnccn2)s1	-2%
Cc1ccc(Cn2nnnc2CN2CCC(n3nnc4cc(C)ccc43)CC2)cc1	0%
CCOC(=O)c1cnc(-n2cc(C)cn2)nc1Nc1ccccc1OC	-3%
Cc1nc(N2CCN(c3ccccc3)CC2)[nH]c(=O)c1Cc1ccccc1	-6%
Cn1cccc1Cc1nnc(SCC(=O)NCCc2ccccc2)n1-c1ccc(F)cc1	14%
COc1ccc(NC(=O)CCN2C(=O)C3CC=C(Cl)CC3C2=O)cc1 (stereo not given)	0%
COc1ccccc1OCc1ccc(C(=O)N2CCN(C(=O)c3ccco3)CC2)cc1	10%
NC(=O)CCN(Cc1ccccc1)S(=O)(=O)c1ccccc1	-3%
COC(=O)N1CCC2(CCN(C(=O)Nc3ccc(OC)cc3)CC2)CC1	-1%
Cc1c(C(=O)NCCc2ccccc2)oc2ccc(S(=O)(=O)N3CCOCC3)cc12	-4%
COCCN(CCOC)c1nc(C)nc2c1nc(-c1ccccc1)n2CCCN(C)C	19%
COc1ccc(C2C(C(=O)Nc3cc(C)on3)c3ccccc3C(=O)N2C)cc1OC (stereo not given)	-5%
O=C(c1sc2ccccc2c1Cl)N(Cc1ccco1)C1CCS(=O)(=O)C1 (stereo not given)	13%
N#CC(C(=O)NCCc1ccccc1)c1nc2ccccc2nc1N1CCOCC1 (stereo not given)	-2%

Part of the list above in another layout.
Cc1ccc2oc(=O)c3cnn(CC(=O)NC4CCN(Cc5ccccc5)CC4)c3c2c1
  AmpC det inh: 5%

Cc1nn(Cc2ccc(Cl)cc2)c(C)c1NC(=O)c1cc(-c2ccco2)on1
  AmpC det inh: -6%

O=C(c1cc(-c2cccnc2)nc2ccc(Br)cc12)N1CCN(c2ncccn2)CC1
  AmpC det inh: -3%

CCCCOC(=O)Nc1ccccc1C(N)=O
  AmpC det inh: -7%

Next results follow:
Molecule	AmpC det inh
Cn1c(=O)c(-c2ccc(Cl)cc2)nc2cnc(N3CCNCC3)nc21	2%
Cc1ccc2oc(=O)c3cnn(CC(=O)N4CCc5ccccc5C4)c3c2c1	5%
NS(=O)(=O)O	6%
O=C(Nc1c(F)cc(F)cc1Br)c1cc(-c2ccc(O)cc2)on1	4%
Cc1c(C(C)O)nnn1-c1nonc1N (stereo not given)	1%
COc1cc(OC)c(OC)cc1CNC1CCCCCC1	2%
CC(=O)OCC1=C(C(=O)O)N2C(=O)[C@@H](NC(=O)CSc3ccncc3)[C@@H]2SC1	-2%[12.8 µM]
Cc1cc(N2CCCC2=O)cc(C)c1S(N)(=O)=O	-2%
Cc1noc(C)c1S(=O)(=O)N1CCCC(C(=O)N2CCC(C)CC2)C1 (stereo not given)	-4%
CCn1c(SCc2nc3ccccc3[nH]2)nnc1-c1ccccc1OC	-2%
N#Cc1c(NC(=O)COC(=O)C2CC3C=CC2C3)oc(-c2ccccc2)c1-c1ccccc1 (stereo not given)	-3%
Cc1ccnc(N2CCC(C(=O)Nc3ccc4c(c3)OCO4)CC2)n1	-7%
c1ccc(CCn2nnnc2C(c2cccs2)N2CCN(Cc3ccc4c(c3)OCO4)CC2)cc1 (stereo not given)	-1%
N#Cc1ccc2ccn(CC(=O)NC3CCCCC3)c2c1	18%
N#CC(C(=O)O)=C1CCCC1	0%
COc1ccc(C(=O)n2cnc(N)n2)cc1	-7%
O=C(c1n[nH]c(=O)c2ccccc12)N1CCN(c2ccc(F)cc2)CC1	-2%
CCOC(=O)C1CCN(C(=O)COC(=O)CCOc2ccc(C)cc2)CC1	-1%
O=C(CSc1nnc(-c2ccccc2)n1-c1ccccc1)NCc1ccco1	-3%
OCCn1c(-c2ccc3c(c2)OCO3)csc1=Nc1ccccc1	-3%
Brc1ccc2nc(CSc3ncn[nH]3)cn2c1	0%
Nc1cc(C(=O)O)ccc1N1CCCCCC1	-3%
FC(F)(F)C(F)(F)C(F)(F)c1nnc2ccc(N3CCOCC3)nn12	8%
COc1ccc(-c2cc3nc(C)c(CCC(=O)N4CCCCC4)c(C)n3n2)c(OC)c1	12%
CC(C)COC(=O)N1CCCC1C(=O)Nc1nccs1 (stereo not given)	9%
CCn1c(=NC(=O)CSC(C)=O)sc2cc(F)ccc21	-9%
COc1ccc(Nc2nc(N3CCCCC3)nc(N3CCCCC3)n2)c(OC)c1	-3%
CCC(C)Sc1nc2c(cnn2-c2ccc(C)c(C)c2)c(=O)[nH]1 (stereo not given)	14%
CC(=O)Nc1ccc(NC2(C)C(=O)c3ccccc3C2=O)cc1	4%
COc1cccc2[nH]c3c(=O)n(CCN(C)C)cnc3c12	-5%
O=C(Cn1c(CN2CCCCC2)nc2ccccc2c1=O)NC1CCCCC1	-2%
Cc1cc(C)nc(Nc2n[nH]c(-c3ccccc3Br)n2)n1	-3%
CCOC(=O)N1CCC(NC(=O)CSCc2cnn(-c3ccccc3)c2-n2cccc2)CC1	-3%
c1ccc(CNC2=NCCCCC2)cc1	-3%
COc1ccc(N2CCN(C(=O)Cc3ccc(-n4c(=O)[nH]c5ccccc5c4=O)cc3)CC2)cc1	1%
O=C(Nc1cccnc1)c1scc2c1OCCO2	-5%
N[C@@H](CO)C(=O)O	-4%&1%&-1%
Cc1cc(NC(=O)CSC2=NCCS2)no1	-5%

The list is partial; rates above refer to the full screens.
